# CR mimetic SO = lowers age-related superoxide in aged yeast cells; superoxide response (% of plate mean), % at 10 µM; S. cerevisiae aged cells, superoxide DHE fluorescence; active compounds read low; 330,000 compounds, 0.18% hits;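 active = superoxide response under a set limit, about three screen SD below normal, cut at about 65% in these data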;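 note: yeast aged for seven days with compound at 30 °C before DHE staining; 100% = average MFI of all compound-treated wells on the plate with controls excluded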
# Fam108B counter = counter-screen for RBBP9 inhibitors: inhibitors of mouse Fam108B; recombinant Fam108B, FP-Rh probe fluorescence polarization; inhibition, % at 9.51 µM; 300,000 compounds, 0.33% hits; AID 1947;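 active = inhibition above the screen mean inhibition plus 3 SD, computed separately per campaign, cut at about 18% in these data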;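 note: inhibitors lower polarization as less probe binds the enzyme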
# GLD-1 RNA inh = GLD-1-TGE RNA interaction inhibition (C. elegans). Q17339. purified GLD-1 + fluorescein TGE RNA, fluorescence polarization. inhibition, % at 5.96 µM. 320,000 compounds, 0.44% hits;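 active = percent inhibition above a per-plate cutoff, the plate mean of test compounds plus 3 SD, cut at about 30% in these data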;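 note: 0% = DMSO wells with GLD-1 and probe and 100% = wells lacking GLD-1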
# Target sequence (Q17339 whole entry, looked up): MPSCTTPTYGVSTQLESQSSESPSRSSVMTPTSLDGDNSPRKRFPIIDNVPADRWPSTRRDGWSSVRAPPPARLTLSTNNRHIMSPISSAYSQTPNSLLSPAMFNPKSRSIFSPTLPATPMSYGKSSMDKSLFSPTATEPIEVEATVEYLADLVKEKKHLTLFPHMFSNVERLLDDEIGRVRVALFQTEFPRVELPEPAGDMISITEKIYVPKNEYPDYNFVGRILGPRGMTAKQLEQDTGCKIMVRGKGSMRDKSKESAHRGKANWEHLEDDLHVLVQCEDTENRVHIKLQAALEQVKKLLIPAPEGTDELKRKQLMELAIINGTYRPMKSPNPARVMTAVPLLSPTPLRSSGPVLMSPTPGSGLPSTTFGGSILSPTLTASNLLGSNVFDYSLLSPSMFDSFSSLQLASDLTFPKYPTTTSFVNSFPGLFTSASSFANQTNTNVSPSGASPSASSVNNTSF
# MEX-5 binding = C. elegans MEX-5 TCR-2 RNA binding activity. MEX-5/FITC-TCR2 RNA binding, fluorescence polarization; active compounds read low. AID 1832. Q9XUB2. activity score (negative = inhibition of binding), % at 10 µM. 300,000 compounds, 0.38% hits;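 active = inhibition past about -25% in most replicates, and total fluorescence under double the plate's negative control median, limit read from the data; inconclusive = replicates evenly split on the limit, or fluorescence at least double controls; inactive = too little inhibition in most replicates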;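 note: 0% = DMSO and -100% = 5 µM competing unlabeled TCR2 RNA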
# ZTA counter = counter-screen for EBNA-1 inhibitors: inhibitors of Epstein-Barr virus ZTA. P03206. ZTA-DNA binding, fluorescence polarization. inhibition, % at 11 µM. 320,000 compounds, 0.15% hits. AID 2234; in the data active = inhibition above about 33%
# Bcl-xL primary = Bcl-xL (human) inhibition; 320,000 compounds, 0.7% hits; GST-Bcl-xL / FITC-Bim BH3 peptide fluorescence polarization; Q07817; AID 2129; inhibition, % at 10.9 µM;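 active = inhibition above the mean of all tested compounds plus 3 SD, cutoff set per campaign, cut at about 30% in these data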;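 note: 0% = DMSO wells and 100% = unlabeled Bim-BH3 peptide competitor; inhibitors lower millipolarization by displacing the labeled peptide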
# Target sequence (Q07817 whole entry, looked up): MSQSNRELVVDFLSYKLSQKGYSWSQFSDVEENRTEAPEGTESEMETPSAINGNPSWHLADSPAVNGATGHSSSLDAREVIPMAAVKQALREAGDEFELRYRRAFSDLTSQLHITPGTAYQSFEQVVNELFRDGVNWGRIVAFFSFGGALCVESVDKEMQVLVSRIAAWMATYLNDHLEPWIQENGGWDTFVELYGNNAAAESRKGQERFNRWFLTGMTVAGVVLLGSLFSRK
# MCL1-BIM inh = MCL1-BIM-BH3 interaction inhibition (human). GST-MCL1 / FITC-Bim-BH3 fluorescence polarization. inhibition, % at 10.9 µM. 320,000 compounds, 0.68% hits;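 active = inhibition above the mean inhibition of all tested compounds plus 3 SD, set per campaign, cut at about 40% in these data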;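 note: 0% = DMSO wells and 100% = unlabeled Bim-BH3 peptide control; higher means more loss of mP so more displacement of Bim peptide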
# Target sequence (Q07820 whole entry, looked up): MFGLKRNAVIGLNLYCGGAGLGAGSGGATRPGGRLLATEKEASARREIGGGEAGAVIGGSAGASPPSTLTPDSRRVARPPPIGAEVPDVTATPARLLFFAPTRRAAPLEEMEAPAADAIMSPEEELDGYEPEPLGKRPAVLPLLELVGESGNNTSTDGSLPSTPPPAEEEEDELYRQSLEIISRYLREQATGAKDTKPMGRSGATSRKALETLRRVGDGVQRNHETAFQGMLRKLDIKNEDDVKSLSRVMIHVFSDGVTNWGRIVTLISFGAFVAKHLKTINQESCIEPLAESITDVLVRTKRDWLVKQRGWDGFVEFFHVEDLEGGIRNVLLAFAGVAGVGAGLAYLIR
# Efflux pump inh = inhibitors of Candida antifungal efflux pumps expressed in yeast; inhibition, % at 10 µM; AID 485275; 330,000 compounds, 0.44% hits; S. cerevisiae Candida pump triplex, Nile Red efflux;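 active = plate passing quality check with inhibition over a set limit, or well fluorescence over plate mean plus 4 SD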;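 note: Nile Red retained in pooled yeast measured as flow cytometry median fluorescence; 0% = buffer negative control and 100% = Enniatin B positive control; higher means more Nile Red kept so more efflux inhibition; some compounds called inactive have numbers as strong as hits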
# EBNA-1 inhibitor = blocks EBNA-1 binding to DNA; EBNA-1 DNA binding, fluorescence polarization; inhibition, % at 14.8 µM; 300,000 compounds, 0.34% hits; in the data active = inhibition above about 28%
# The depositor's hits bear a star; u = inconclusive; x = not tested or not shown.
structure,EBNA-1 inhibitor,Bcl-xL primary,Fam108B counter,GLD-1 RNA inh,ZTA counter,CR mimetic SO,MEX-5 binding,Efflux pump inh,MCL1-BIM inh
CCOC(=O)Cc1csc(NC(NC(=O)CC)(C(F)(F)F)C(F)(F)F)n1,-9,11,1,-1,-15,90,-1.4,-0.2,13
COc1ccc(C2CC(c3ccc(Br)cc3)=NN2C(=O)CCC(=O)O)cc1OC (stereo not given),1,-2,-2,3,-6,110,1.7,-0.2,-3
COc1ccc2cc3cc(C(=O)NCCc4ccc(OC)c(OC)c4)oc3nc2c1,5,7,1,1,-5,97,-2.6,0.1,0
CC(C)N1CCN(Cc2ccoc2)CC1CCO (stereo not given),-8,-2,-1,4,-5,108,-0.4,0.1,2
COc1ccc(Br)c(OC)c1C(=O)NC(=O)Nc1c(F)cccc1F,2,2,-4,1,12,99,1.4,0.2,1
O=C(CS(=O)(=O)c1cccc(C(F)(F)F)c1)Nc1ccccc1Cl,4,4,0,-4,9,89,-0.5,0.1,4
CCOc1ccc(N2CC(C(=O)Nc3cc(Cl)ccc3-n3cncn3)CC2=O)cc1 (stereo not given),-15,-12,1,-7,0,100,-1.1,0.0,3
CCN1CCN(C(=O)C2CC(=O)N(c3ccc(Cl)cc3)C2)CC1 (stereo not given),4,2,-2,0,-11,102,-0.1,-0.1,-4
O=C(Nc1ccc(-c2nc3ncccc3o2)cc1)c1ccco1,-10,6,-3,0,-8,96,-16,-0.1,8
CCOc1ccc(CN(CCO)CCO)cc1[N+](=O)[O-],-8,6,6,6,-15,102,0.1,0.0,9
N#C/C(=C/c1ccc(O)cc1)C(=O)NCc1ccc(Cl)cc1,-14,-2,-2,1,0,81,-0.5,0.2,-6
Cc1ccc(NC(=O)CN(C)C(=O)c2cccc(S(=O)(=O)N3CCc4ccccc43)c2)cc1,x,-4,x,3,-8,90,x,-0.1,-9
CCCCCCC(=O)N/N=C/c1ccco1,-4,1,0,6,2,99,0.2,0.0,4
CCOc1ccc2nc(NC(=O)CN3C(=O)C4CCCCC4C3=O)sc2c1 (stereo not given),8,-2,-2,5,11,93,-3.8,0.0,-3
O=C(NCc1ccccc1)C1=C[C@H](C2CCCCC2)C[C@H](OCCCCO)O1,6,5,5,3,-1,95,0.7,0.2,7
O=C(O)c1cccc(S(=O)(=O)Nc2cccc(S(=O)(=O)N3CCCCCC3)c2)c1,-1,6,0,3,12,89,3.3,0.0,-2
CC(=O)Nc1ccc(-c2csc(Nc3ncccn3)n2)cc1,-2,3,2,2,18,108,-4.4,0.1,2
CC(C)C[C@H](NC(=O)c1[nH]cnc1C(=O)N[C@@H](Cc1ccccc1)C(=O)OC(C)(C)C)C(=O)OCc1ccccc1,5,0,-9,-5,9,98,1.3,-0.1,5
O=S(=O)(Cc1ccccc1Cl)N1CCN(Cc2ccc3c(c2)OCO3)CC1,8,2,-2,4,-14,84,0.9,0.0,7
Cc1ccc(NC(=O)CCC(=O)NNC(=O)CCc2ccccc2)c(C)c1,4,4,-3,4,6,107,x,0.1,7

# Some of the entries above, set out differently.
# Fields: EBNA-1 inhibitor | Bcl-xL primary | Fam108B counter | GLD-1 RNA inh | ZTA counter | CR mimetic SO | MEX-5 binding | Efflux pump inh | MCL1-BIM inh
- N#C/C(=C/c1ccc(O)cc1)C(=O)NCc1ccc(Cl)cc1
→ -14 | -2 | -2 | 1 | 0 | 81 | -0.5 | 0.2 | -6
- Cc1ccc(NC(=O)CN(C)C(=O)c2cccc(S(=O)(=O)N3CCc4ccccc43)c2)cc1
→ x | -4 | x | 3 | -8 | 90 | x | -0.1 | -9
- CCCCCCC(=O)N/N=C/c1ccco1
→ -4 | 1 | 0 | 6 | 2 | 99 | 0.2 | 0.0 | 4
- CCOc1ccc2nc(NC(=O)CN3C(=O)C4CCCCC4C3=O)sc2c1 (stereo not given)
→ 8 | -2 | -2 | 5 | 11 | 93 | -3.8 | 0.0 | -3
- O=C(NCc1ccccc1)C1=C[C@H](C2CCCCC2)C[C@H](OCCCCO)O1
→ 6 | 5 | 5 | 3 | -1 | 95 | 0.7 | 0.2 | 7
- O=C(O)c1cccc(S(=O)(=O)Nc2cccc(S(=O)(=O)N3CCCCCC3)c2)c1
→ -1 | 6 | 0 | 3 | 12 | 89 | 3.3 | 0.0 | -2
- CC(=O)Nc1ccc(-c2csc(Nc3ncccn3)n2)cc1
→ -2 | 3 | 2 | 2 | 18 | 108 | -4.4 | 0.1 | 2
- CC(C)C[C@H](NC(=O)c1[nH]cnc1C(=O)N[C@@H](Cc1ccccc1)C(=O)OC(C)(C)C)C(=O)OCc1ccccc1
→ 5 | 0 | -9 | -5 | 9 | 98 | 1.3 | -0.1 | 5
- O=S(=O)(Cc1ccccc1Cl)N1CCN(Cc2ccc3c(c2)OCO3)CC1
→ 8 | 2 | -2 | 4 | -14 | 84 | 0.9 | 0.0 | 7
- Cc1ccc(NC(=O)CCC(=O)NNC(=O)CCc2ccccc2)c(C)c1
→ 4 | 4 | -3 | 4 | 6 | 107 | x | 0.1 | 7

# The results go on.
structure,EBNA-1 inhibitor,Bcl-xL primary,Fam108B counter,GLD-1 RNA inh,ZTA counter,CR mimetic SO,MEX-5 binding,Efflux pump inh,MCL1-BIM inh
COc1ccc(N(CC(=O)NCC2CCCO2)C(=O)CCC(=O)Nc2nccs2)cc1 (stereo not given),9,7,-2,-1,-8,95,0.2,0.0,7
Cc1ccccc1S(=O)Cc1ccc(C(=O)NCCCN2CCCCC2)o1 (stereo not given),-1,-2,-6,9,0,94,-3.1,0.0,-5
COc1ccc(NC(=O)CCC(=O)c2cccs2)cc1S(=O)(=O)Nc1ccccc1Cl,-5,4,7,-7,-7,106,-0.8,0.4,-7
COc1ccc(CCNc2ccc(C(CC(N)=O)NC(=O)Cc3ccc(Br)cc3)cc2[N+](=O)[O-])cc1 (stereo not given),-11,-12,-20,-3,-4,108,-2.4,0.3,-28
COC(=O)/C(C#N)=C/c1c(Oc2cc(C)cc(C)c2)nc2ccccn2c1=O,2,2,2,5,-13,103,-2.4,-0.1,-1
O=C(Cn1cc(C(F)(F)F)cc(Cl)c1=O)NCc1ccc(Cl)cc1,11,-2,2,-4,-8,114,2.1,-0.1,0
CCC(=O)Nc1nnc(SCC(=O)Nc2ccc3c(c2)OCCO3)s1,-15,3,0,-4,-9,73,-6.2,-0.3,9
Cc1[nH]ccc(=O)c1OCc1ccccc1,-6,7,1,-2,14,105,1.1,0.0,3
O=C(O)CC1(CC(=O)N2CCC(C(=O)O)CC2)CCCC1,14,2,0,9,7,100,0.3,0.1,0
CCOC(=O)NC1(C(F)(F)F)C(=O)N(Cc2ccccn2)C2=C1C(=O)CC(C)(C)C2 (stereo not given),5,4,-1,8,-19,90,-1.5,-0.1,13
O=C(c1cccs1)N1CCC(c2nc3c(nnn3Cc3ccccc3)c(=O)[nH]2)CC1,-6,2,-2,0,-15,110,1.7,0.1,9
CCOC(=O)c1nc(S(C)(=O)=O)ncc1Cl,16,7,1,1,-6,83,0.7,-0.1,9
C=CCNC(=S)N/N=C/c1ccc(N(CC)Cc2ccccc2)cc1,-1,3,3,11,10,96,1.1,-0.7,13
COc1ccc(C2C(C#N)=C(N)Oc3c2sc2nc(C)cc(C)c32)cc1 (stereo not given),-18,3,-9,-6,-17,105,-15,0.2,-8
CC(C)NC(=O)C(=O)Nc1ccc2c(c1)N(S(=O)(=O)c1cccs1)CCC2,8,7,6,-2,1,82,-2.1,0.1,2
CN(C)CCCN(Cc1ccccc1)C(=S)Nc1ccc(OC(F)F)cc1,-8,5,4,3,6,95,-1.2,0.0,7
CCN1C(=O)/C(=C\N(C(C)=O)c2ccccc2)OC1=S,-10,-3,-4,2,4,107,1.2,0.1,-8
O=C(COC(=O)c1ccc([N+](=O)[O-])o1)Nc1cccc2ccccc12,-2,-8,5,1,-3,103,-0.2,0.1,-6
CCOC(=O)c1ccc(NC(=O)c2ccco2)cc1,4,6,-5,-6,-5,99,1.9,0.0,3
CN1CC(=O)Nc2ccccc2C1=O,-6,0,2,-1,-2,105,-2.5,-0.1,-2
Cc1ccc(NC(=S)NCCC(c2ccccc2)c2ccccc2)c(C)c1,12,9,-13,1,1,98,-1.9,0.2,5
COc1ccc(OC)c(C(C)NC(=O)C23CC4CC(CC(C4)C2)C3)c1 (stereo not given),-1,-5,0,4,-4,101,-0.3,0.0,-2
CC(=O)Nc1ccc(/C=N\NC(=O)CNS(=O)(=O)c2ccc([N+](=O)[O-])cc2)cc1,-6,-1,-5,2,-14,117,-1.8,0.0,10
CC1CN(CC(O)COC(c2ccc(Cl)cc2)c2ccc(Cl)cc2)CC(C)O1 (stereo not given),0,5,-3,4,2,97,3.0,0.0,10
COc1ccc(C(NC(C)=O)c2cc(Cl)c3cccnc3c2O)cc1 (stereo not given),-2,13,2,-3,0,93,-2.8,-0.2,15
CC(C)[C@H](NC(=O)c1ccccc1Br)C(=O)OCc1nc2ccsc2c(=O)[nH]1,-12,5,0,4,3,121,2.6,0.2,3
Cc1cc(S(=O)(=O)N2CCC3(CC2)OCCN3S(=O)(=O)c2cccs2)ccc1F,-7,0,-1,1,-9,93,-0.2,0.0,0
CCOc1ccc(N2CC(C(=O)OC)CC2=O)cc1 (stereo not given),7,0,-2,-1,-4,82,0.8,-0.1,0
Cc1c(NC(=O)C(C)OC(=O)C(NC(=O)c2ccco2)C(C)C)c(=O)n(-c2ccccc2)n1C (stereo not given),-1,1,4,-1,-4,96,5.7,0.0,-17
COc1ccc(CNC(=O)COC(=O)c2cc(-c3ccc(Cl)s3)nc3ccccc23)cc1,13,0,-11,3,-3,101,u,0.0,1
CCN(CC)C(=O)CSc1nc2ncc(Br)cc2[nH]1,4,-6,0,2,-5,102,-0.4,0.0,-3
CCn1c(-c2ccc(-c3ccccc3)cc2)c[nH]c1=S,-13,-29,3,-2,-12,104,-0.3,0.0,-20
O=C(NCc1ccc2c(c1)OCO2)c1nnc(Cc2ccc(F)cc2)o1,0,-1,0,0,-10,92,1.3,0.0,-1
COC(=O)Cc1c(C)nc2nc[nH]n2c1=O,0,7,1,1,-1,97,0.0,0.0,3
CC(C)N(C(=O)c1ccc(-c2ccccc2F)cc1)C(C)C,-2,3,1,1,8,111,1.7,0.0,8
NS(=O)(=O)c1ccc(-c2ccc(C=C3C(=O)c4ccccc4C3=O)o2)cc1,-10,-4,5,-9,-10,94,-5.0,-0.1,-3
COc1ccc(NC(=O)CC2C(=O)N(C)C(=S)N2Cc2ccc3c(c2)OCO3)cc1 (stereo not given),-1,-1,4,7,-5,106,-2.3,-0.2,-2
Cc1cc(NC(=O)Nc2cccs2)no1,6,2,4,2,7,105,1.9,0.1,10
CCOC(=O)/C(C#N)=C\c1ccc(OCC(=O)Nc2ccc(C)cc2C)c(OC)c1,3,3,-1,-2,4,98,-2.2,-0.1,0
O=C(COC(=O)c1ccc(Br)cc1)Nc1cccnc1Cl,x,3,x,1,3,115,x,-0.1,-4
O=C1C(=O)N(c2nccs2)C(c2ccccc2F)/C1=C(\O)c1ccc2c(c1)OCCO2 (stereo not given),-9,4,-2,-8,-4,78,0.8,0.0,6
COc1cccc(OC)c1C(=O)O/N=C(\N)c1ccncc1,0,1,0,9,-15,96,0.6,0.1,1
